PfHsp40 rescue: restores yeast growth despite PfHsp40 toxicity. S. cerevisiae expressing PfHsp40, growth rescue, ATP luminescence. growth rescue, % at 12.5 µM. 340,000 compounds, 0.68% hits; in the data active means growth rescue above about 28%, passing the limit was not always enough;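 further: yeast W303a lacking pdr1 and pdr3 grown in galactose medium; growth measured after three days at 30 °C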
BoNT A protease: BoNT A light chain protease inhibition; inhibition, % at 10 µM; 360,000 compounds, 0.17% hits; multiplex microsphere protease substrate cleavage, flow cytometry; further: plate controls were buffer without enzyme for full effect and enzyme alone for no effect
Yp Topo-I inh: inhibitors of Yersinia pestis topoisomerase I. AID 504884. Y. pestis Topo-I cleavage product accumulation, plate reader. 360,000 compounds, 0.064% hits. activity, % at 10 µM; in the data active means activity above about 50%, passing the limit was not always enough; further: inactives centre near 2
Anthrax LF inh2: anthrax lethal factor protease inhibition | multiplex microsphere protease cleavage assay, LF | inhibition, % at 10 µM | 360,000 compounds, 0.12% hits | P15917; further: plate controls were buffer without enzyme for full effect and enzyme alone for no effect
Target sequence (P15917 whole entry, looked up): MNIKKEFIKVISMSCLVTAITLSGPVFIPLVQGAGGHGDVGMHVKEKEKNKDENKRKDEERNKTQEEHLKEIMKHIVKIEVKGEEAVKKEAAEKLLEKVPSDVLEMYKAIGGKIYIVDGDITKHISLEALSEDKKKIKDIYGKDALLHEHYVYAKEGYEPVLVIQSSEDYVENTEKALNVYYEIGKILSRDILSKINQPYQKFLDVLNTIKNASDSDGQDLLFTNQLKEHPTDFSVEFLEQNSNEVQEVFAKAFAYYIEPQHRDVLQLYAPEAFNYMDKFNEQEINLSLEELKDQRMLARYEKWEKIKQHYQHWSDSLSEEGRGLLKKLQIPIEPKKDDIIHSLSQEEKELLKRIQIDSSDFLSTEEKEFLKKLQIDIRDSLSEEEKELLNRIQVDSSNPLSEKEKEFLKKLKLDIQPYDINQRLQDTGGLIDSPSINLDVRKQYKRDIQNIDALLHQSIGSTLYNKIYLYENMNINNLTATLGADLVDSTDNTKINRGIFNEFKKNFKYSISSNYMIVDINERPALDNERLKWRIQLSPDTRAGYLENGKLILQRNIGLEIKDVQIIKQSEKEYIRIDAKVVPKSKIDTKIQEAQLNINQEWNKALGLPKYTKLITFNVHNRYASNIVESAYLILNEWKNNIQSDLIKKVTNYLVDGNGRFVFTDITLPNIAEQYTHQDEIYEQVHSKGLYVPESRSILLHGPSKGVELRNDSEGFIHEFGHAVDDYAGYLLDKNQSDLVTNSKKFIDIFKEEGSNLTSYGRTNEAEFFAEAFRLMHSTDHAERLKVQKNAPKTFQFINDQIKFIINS
SARS 3CLpro inh: SARS-CoV 3CLpro protease inhibition; recombinant SARS-CoV 3CLpro, quenched FRET peptide cleavage; inhibition, % at 6 µM; 290,000 compounds, 0.14% hits; in the data active means inhibition above about 12%
TcdB inh: blocks C. difficile toxin B glycohydrolase activity; P18177; AID 652162; TcdB glycohydrolase enzymatic assay, plate reader; 350,000 compounds, 0.24% hits; inhibition, % at 9.99 µM; in the data active means inhibition above about 10%
PrPC surface inh: inhibitors of human cell surface prion protein PrPC; TR-FRET read-out; inhibition, % at 13.8 µM; 370,000 compounds, 0.43% hits; in the data active means inhibition above about 24%; further: 0% = median of the test wells and 100% = reference compound wells
SSB-PriA inh: K. pneumoniae PriA-SSBct interaction inhibition; 430,000 compounds, 0.6% hits; AlphaScreen SSBct-PriA binding, biotinylated peptide; AID 1272365; inhibition, % at 33 µM; in the data active means inhibition mostly above about 37%, no sharp cut-off; inactive means mostly below about 20%;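 further: plate controls were negative control peptide for no effect and reference peptide for full effect; strong numbers were not always called active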
Vc quorum ag: induces V. cholerae light production without autoinducers; V. cholerae BH1578 lux reporter, luminescence, 6 h; AID 588436; 350,000 compounds, 0.16% hits; activation, % at 18.7 µM; in the data active means activation mostly above about 9.7%, no sharp cut-off; further: not every result past the cut was called active; inactives centre near 0; reference of the scale not given here
* hit, by the source's call; i = inactive; . = no result given. Unless noted, no stated cut-off is given here; in the data, active means inhibition above about 30%; inconclusive means no clear call, values can overlap the other calls; inactive means below that.

SMILES	PfHsp40 rescue	BoNT A protease	Yp Topo-I inh	Anthrax LF inh2	SARS 3CLpro inh	TcdB inh	PrPC surface inh	SSB-PriA inh	Vc quorum ag
O=C(CSc1nncn1-c1cccnc1)N(c1ccccc1)c1ccccc1	-0.5	-0.5	8	-1	2	0.5	-4	-5	-0.8
CCC(=O)c1cc2c(C)cc(=O)oc2c(C)c1OC(=O)C(C)C	-0.4	-0.9	2	-1	-1	-0.1	13	-2	i
O=C(Nc1ccc(Br)cn1)c1cccc(C(=O)Nc2ccc(Br)cn2)c1	0.5	-1.6	18	4	-4	0.4	5	6	i
O=C(Nc1ccccc1Cl)c1cc(C2CCCCN2C(=O)OCCF)on1 (stereo not given)	.	0.4	30	5	.	1.4	-4	.	-0.4
CC(C)CCNC(=O)c1ccc(Cn2c(=S)[nH]c3ccccc3c2=O)cc1	0.4	-1.1	2	-1	0	0.0	-2	-7	i
CSc1ccc(CNC(=O)CCn2ccc3cc(S(=O)(=O)N4CCCC4)ccc32)cc1	0.9	-0.9	31	-1	-1	1.5	-2	6	-0.3
O=C(N/N=C/c1cccc(Cl)c1)c1c(O)c2c([nH]c1=O)CCCC2	-0.7	-0.7	7	-7	6	-2.5	9	.	-3.6
CSc1n[nH]c(NCc2cccs2)n1	-0.4	-0.9	-7	-3	4	1.0	.	-9	-0.4
CCOC(=O)C1=C(C)N(c2ccccc2)C(=O)NC1c1cccc([N+](=O)[O-])c1 (stereo not given)	0.5	0.7	-1	-4	-1	.	-4	7	-0.3
COc1ccc(CCN(C)C(=O)c2ccc(COc3ccccc3)o2)cc1OC	0.6	2.6	30	-3	-2	1.6	-3	0	i
O=c1cc[nH]c2cccc(Cc3ccccc3)c12	0.3	-1.7	-6	-4	-1	.	6	-16	-12
CCCOC(=O)c1ccc(NC(=O)CCC(=O)OCC)cc1	-0.3	3.5	2	0	-4	.	3	0	12

Quoted from the listing:
COc1ccc(CCN(C)C(=O)c2ccc(COc3ccccc3)o2)cc1OC @ SARS 3CLpro inh: -2
O=C(CSc1nncn1-c1cccnc1)N(c1ccccc1)c1ccccc1 @ PrPC surface inh: -4
CC(C)CCNC(=O)c1ccc(Cn2c(=S)[nH]c3ccccc3c2=O)cc1 @ PfHsp40 rescue: 0.4

The list continues:
SMILES	PfHsp40 rescue	BoNT A protease	Yp Topo-I inh	Anthrax LF inh2	SARS 3CLpro inh	TcdB inh	PrPC surface inh	SSB-PriA inh	Vc quorum ag
O=C(Nc1ccc(COc2ccccc2)cc1)Nc1cccc(C(=O)O)c1	-1.9	-1.9	1	3	2	0.6	0	-8	i
Cn1c(=O)n(Cc2ccc(F)cc2)c(=O)c2c1nc1n2CCCN1C1CCCCC1	1.0	-0.4	-9	-3	4	.	7	-17	i
O=S(=O)(c1ccc2ccccc2c1)N1CCC(c2nc(-c3ccncc3)no2)CC1	0.1	0.2	-5	-2	-2	0.8	0	-7	-5.0
CCOc1ccc(CN(C(=O)c2oc3cc(C)ccc3c2C)C2CCS(=O)(=O)C2)cc1 (stereo not given)	6.8	-1.3	4	-1	10	.	-4	13	-0.5
COc1ccc(C)cc1S(=O)(=O)Nc1ccc2c(c1)N(C(C)=O)CCC2	-0.4	1.4	1	2	.	1.0	1	-1	i
CCc1nc(NCCN)c(C#N)c2c1CSC(C)(C)C2	0.1	0.5	8	-2	-2	.	10	5	i
COc1ccc(C(C)=O)cc1CN(c1ccccc1OC)S(=O)(=O)c1cccs1	1.2	0.1	21	-1	-3	0.9	14	2	-0.3
COc1cc2c(cc1OC)-c1cc(NC3CC3)nc(=O)n1CC2	-0.9	0.0	-6	-6	0	.	1	-5	i
CN1C(=O)NC(c2ccccc2)(C(F)(F)F)S/C1=C(/C#N)c1nnc(N2CCOCC2)n1-c1ccccc1 (stereo not given)	4.6	-0.6	16	0	2	1.2	-7	-7	-3.3
CCSc1nc(C)nc2sc(C)c(C)c12	0.3	0.1	10	-2	-4	0.8	3	-31	2.1
Cc1cc(NC(=O)CSCC(=O)OCC(=O)c2cccc(Br)c2)no1	-0.3	0.9	-22	3	.	0.9	7	-4	i
O=c1c(-c2ccccc2)c[nH]n1-c1cccc([N+](=O)[O-])c1	1.1	-0.4	1	2	-2	1.4	-6	2	i
COc1ccc([N+](=O)[O-])cc1NC(=O)C(C)OC(=O)C1c2ccccc2Oc2ccccc21 (stereo not given)	-0.3	-0.6	1	-1	4	.	-5	-1	i
O=C(c1ccc(Cl)c(Cl)c1)N1CCN(Cc2ccc3c(c2)OCO3)CC1	-0.5	-3.1	43	-3	-5	1.8	8	8	-1.8
Cc1nn(CC(=O)N/N=C/c2ccc3c(c2)OCO3)c(C)c1Br	-1.7	0.3	6	0	3	0.9	7	.	-0.3
COCCOCC(=O)Nc1ccc(S(=O)(=O)Nc2cc(C)nc(C)n2)cc1	-1.0	-1.2	3	3	1	1.0	-3	-14	0.4
C[C@H](CO)N1C[C@H](C)[C@@H](CN(C)C(=O)Nc2ccccc2)Oc2ccc(NS(=O)(=O)c3ccccc3)cc2C1=O	0.6	-0.2	6	6	.	-0.6	4	-10	-0.3
O=C(O)c1cc2ccc3ccccc3c2oc1=O	0.6	-0.2	-7	-1	0	.	-10	-15	-0.8
CN(C)c1ccc(/C=N/NC(=O)c2ccn(C)n2)cc1	1.2	-0.2	-12	3	7	-0.1	-13	i	-2.0
COc1ccccc1CNc1nc(NCc2cccs2)nc2ccsc12	.	0.0	15	-10	.	-2.5	15	.	-0.8
CC(C)(C)c1ccc(OCCC(=O)OCC(=O)N2c3ccccc3NC(=O)C2(C)C)cc1	3.4	-1.9	2	2	.	0.2	0	0	4.3
Cc1ccc(C)c2[nH]c(=O)c(C(c3nnnn3C3CCCC3)N3CCOCC3)cc12 (stereo not given)	0.1	-3.3	6	-1	-4	.	7	-23	i
COc1ccc(C)cc1NC(=O)c1nnn(Cc2cc(C)ccc2C)c1N	0.4	-0.5	6	-3	1	-0.7	1	-7	-0.4
O=C(O)CCC(=O)N1c2ccccc2NC2=C(C(=O)CC(c3ccc(F)cc3)C2)C1c1ccc([N+](=O)[O-])o1 (stereo not given)	0.6	-1.0	12	0	2	-0.6	-25	12	-0.3
COc1cc(NC(=O)COc2c(C)cc(C)cc2[N+](=O)[O-])c(OC)cc1Cl	-0.1	-0.1	20	0	4	1.0	7	-9	-0.2
N#CCC(=O)Nc1ccc(C(=O)OCC(=O)N2CCN(C(=O)c3ccco3)CC2)cc1	-1.4	0.0	9	-2	.	-0.6	-3	-10	8.3
O=C(CCC(=O)N1CCN(c2ccccc2F)CC1)c1ccc(F)cc1	2.7	-0.2	19	-5	4	0.3	-8	-8	-0.4
CSCCC(NC(=O)c1ccc(Cl)cc1Cl)C(=O)N1CC(C)OC(C)C1 (stereo not given)	-0.7	.	1	.	.	0.7	-7	2	-0.3
CN1CCN(C(=O)/C=C/c2cn(-c3ccccc3)nc2-c2ccc3c(c2)OCCO3)CC1	0.6	-1.2	18	0	-1	0.9	-10	2	-1.7
CCOC(=O)c1c(C)[nH]c(C)c1C(=O)CSc1nc2ccccc2n1CC	1.2	-0.5	1	0	3	1.5	-1	12	-0.3
CC/C(=C(/c1ccccc1)c1ccc(OCC[N+](C)(C)C)cc1)c1ccccc1	6.0	-0.1	-28	-2	.	2.3	7	7	.
COC(=O)CC1COc2ccccc2N1S(=O)(=O)c1ccc(OC)cc1 (stereo not given)	-0.6	0.2	16	-2	-5	-0.2	11	4	0.6
S=C1Nc2ccccc2CS1	.	0.1	-7	-4	.	0.5	1	.	i
COc1ccc(S(=O)(=O)N(C)c2ccc(C(=O)NCc3ccncc3)cc2)cc1	0.2	-0.3	3	-2	0	-0.1	14	6	-0.3
COc1cc(CCC(=O)Nc2cc(C)cc(C)c2)cc(OC)c1OC	-1.2	-1.1	-6	-1	1	0.4	6	8	-0.4
CCOC(=O)Cc1csc(/N=C/c2c(O)n(-c3ccc(C)cc3C)c(=O)c3ccccc23)n1	-1.6	1.8	1	2	-1	0.9	1	.	-0.2
COC(=O)C1(C(=O)OC)CCCCN(S(=O)(=O)c2ccc(C)cc2)CCC1	.	-1.3	.	-1	.	0.3	4	.	.
COC(=O)CCC(=O)Nc1ccc(S(=O)(=O)Nc2cc(OC)nc(OC)n2)cc1	0.5	-2.1	2	-3	-7	1.5	-5	1	i
O=C(CSc1nc2ccccc2n1CC(=O)N1CCCCC1)N1CCCCC1	-0.5	0.4	3	1	4	0.6	3	-14	-0.3
COCC(=O)Nc1nc(-c2ccccc2)ns1	1.2	0.1	-5	-3	-3	.	-2	-1	i
CCCCOc1ccc(C)cc1CN(CCO)CCO	0.0	0.6	5	3	-2	.	1	15	i
CCOC(=O)C1(Cc2ccccc2)CCN(Cc2cnc(N3CCOCC3)s2)CC1	1.2	-0.7	3	-4	5	0.6	-7	-16	-0.5
Cc1ccc(-n2nc(C(=O)O)cc2-c2ccc(Cl)cc2)cc1	-0.3	-1.1	-3	-3	5	1.8	-3	-5	i
Cc1ccccc1NC(=O)C(C)c1ccc(-c2ccccc2)c(F)c1 (stereo not given)	1.5	0.3	35	-3	-3	.	11	-9	i
O=C(NCCCCC(NC(=O)C1CCCCC1)C(=O)O)c1ccccc1 (stereo not given)	0.1	0.3	8	-3	-4	2.2	-2	-7	i
COc1cccc(/C=N/NC(=O)c2cccc([N+](=O)[O-])c2)c1OS(=O)(=O)c1ccc(C)cc1	1.5	-1.7	-5	-4	4	.	-14	.	-3.8
CCN(CC)CCNC(=O)CCCNC(=O)Cn1cnc2sc(C)c(C)c2c1=O	0.0	0.1	-8	-2	5	.	-3	-4	i
C=CCn1c(O)c(/C=N/N2CCCCC2c2cccnc2)c(=O)[nH]c1=S (stereo not given)	-0.1	0.1	0	1	-5	.	-1	.	-0.3
O=C(NCC1CCCO1)c1c(O)c2cccc3c2n(c1=O)CC3 (stereo not given)	5.5	0.5	-6	-3	-4	.	7	-9	i
COc1cc(S(=O)(=O)N(Cc2ccco2)C2CCCC2)ccc1-n1cnnn1	0.5	0.4	12	-2	-8	1.0	-1	-2	i

Among those listed so far, 6 have two or more sulfur atoms.
SMILES	PfHsp40 rescue	BoNT A protease	Yp Topo-I inh	Anthrax LF inh2	SARS 3CLpro inh	TcdB inh	PrPC surface inh	SSB-PriA inh	Vc quorum ag
CSc1ccc(CNC(=O)CCn2ccc3cc(S(=O)(=O)N4CCCC4)ccc32)cc1	0.9	-0.9	31	-1	-1	1.5	-2	6	-0.3
CSc1n[nH]c(NCc2cccs2)n1	-0.4	-0.9	-7	-3	4	1.0	.	-9	-0.4
COc1ccc(C(C)=O)cc1CN(c1ccccc1OC)S(=O)(=O)c1cccs1	1.2	0.1	21	-1	-3	0.9	14	2	-0.3
CCSc1nc(C)nc2sc(C)c(C)c12	0.3	0.1	10	-2	-4	0.8	3	-31	2.1
COc1ccccc1CNc1nc(NCc2cccs2)nc2ccsc12	.	0.0	15	-10	.	-2.5	15	.	-0.8
S=C1Nc2ccccc2CS1	.	0.1	-7	-4	.	0.5	1	.	i

This is a subset; the hit share may differ from the screen's.
